Screening results: PubChem BioAssay, several laboratories
hERG protect = hERG rescue from dofetilide block, primary screen, cell-based, CHO-hERG, FluxOR thallium flux, dofetilide IC70; dofetilide IC70 present; activation (rescue from dofetilide block), less the hit threshold, % at 10 µM; 310,000 compounds, 0.51% hits; AID 1511, 2009;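 active = activation above the mean of controls blocked by dofetilide plus 5 SD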;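 also: thallium influx through hERG after potassium depolarization seen as dye fluorescence rise; in these data hits start at about 4.7%; inactives centre near -7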
KCNK9 inh = KCNK9 potassium channel inhibitors, primary screen, HEK293 cells, thallium flux; Potassium channel subfamily K member 9 (Homo sapiens), Q9NPC2; FluxOR thallium flux fluorescence; active compounds read low; B-score at 10 µM; 310,000 compounds, 1.2% hits;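 active = ratio B-score over 3 SD below the library mean, with starting fluorescence within 5 SD of its mean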;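 also: negative B-score means less thallium flux so channel inhibition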
Target sequence (Q9NPC2 whole entry, looked up): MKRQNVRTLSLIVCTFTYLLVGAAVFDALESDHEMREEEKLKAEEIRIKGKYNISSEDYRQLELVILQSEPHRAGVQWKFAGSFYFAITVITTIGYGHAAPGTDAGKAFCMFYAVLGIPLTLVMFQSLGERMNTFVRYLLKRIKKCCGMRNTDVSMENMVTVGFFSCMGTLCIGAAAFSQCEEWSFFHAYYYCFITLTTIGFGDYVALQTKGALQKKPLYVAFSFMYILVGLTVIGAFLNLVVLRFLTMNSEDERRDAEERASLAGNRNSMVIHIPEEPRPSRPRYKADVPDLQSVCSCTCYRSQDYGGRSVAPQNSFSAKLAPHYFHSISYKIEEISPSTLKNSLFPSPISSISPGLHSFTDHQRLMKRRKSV
KCNQ1 inh = inhibitors of human KCNQ1 channel, primary screen, cell-based, thallium flux, high-throughput | B-score at 10 µM | CHO-K1 KCNQ1, FluxOR thallium flux fluorescence; active compounds read high | 310,000 compounds, 1.3% hits | Potassium voltage-gated channel subfamily KQT member 1 (Homo sapiens), P51787;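 active = compounds whose thallium flux B-score, printed positive for inhibition, exceeds three library SD while starting fluorescence stays within three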;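 also: channel opened by potassium depolarization with thallium stimulus after 20 min compound exposure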
PolyA inhibitor = polyadenylation inhibitors in yeast reporter cells, primary screen, luminescence, S. cerevisiae; 300,000 compounds, 0.02% hits; S. cerevisiae SKY197-pL101 polyadenylation reporter, beta-gal luminescence; efflux-impaired pdr1/pdr3 knockout yeast; score 100 = 6 SD above DMSO; AID 1875, 2009; calls only at 12 µM;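 active = lowest replicate activity score at least 50, where 100 means six control SD above control mean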;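 also: yeast exposed to compound for 9 h at 30 °C; higher score means more reporter readthrough which indicates perturbed polyadenylation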
KCNK3 inh = human KCNK3 channel inhibitors, primary screen, CHO cells, FluxOR thallium flux, B-score | 340,000 compounds, 0.84% hits | Potassium channel subfamily K member 3 (Homo sapiens), O14649 | AID 602410, 2012 | FluxOR fluorescence; active compounds read low | B-score at 10 µM;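 active = B-score under library mean minus 4 SD, starting fluorescence ratio at most library mean plus 5 SD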;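 also: more negative B-score means stronger inhibition of thallium flux through KCNK3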
Target sequence (O14649 whole entry, looked up): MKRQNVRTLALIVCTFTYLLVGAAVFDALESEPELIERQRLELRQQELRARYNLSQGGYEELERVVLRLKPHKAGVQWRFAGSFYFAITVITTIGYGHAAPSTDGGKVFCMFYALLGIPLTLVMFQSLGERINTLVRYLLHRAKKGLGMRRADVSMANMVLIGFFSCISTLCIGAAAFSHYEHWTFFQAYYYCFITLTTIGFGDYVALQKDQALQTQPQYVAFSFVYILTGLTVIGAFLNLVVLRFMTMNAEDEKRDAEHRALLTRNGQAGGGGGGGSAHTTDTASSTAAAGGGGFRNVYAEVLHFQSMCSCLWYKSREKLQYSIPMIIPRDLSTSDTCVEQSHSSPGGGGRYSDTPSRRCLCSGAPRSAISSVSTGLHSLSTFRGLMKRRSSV
Dyrk1A ADPGlo = rat Dyrk1A kinase inhibitors, primary screen, biochemical, single point, plate reader | Dual specificity tyrosine-phosphorylation-regulated kinase 1A (Rattus norvegicus), Q63470 | inhibition, % at 12.5 µM | 310,000 compounds, 0.43% hits | ADP-Glo luminescence, NFATc1 peptide; in the data active = inhibition above about 50%;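 also: plate controls were vehicle with enzyme for no effect and no enzyme for full effect; many of its hits are not listed in these tables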
GSK3beta inhib = human GSK3beta kinase inhibitors, primary screen, biochemical, cell-free homogeneous, HTS; Glycogen synthase kinase-3 beta (Homo sapiens), P49841; GST-GSK3beta kinase, ADP-Glo luminescence, 60 min; active compounds read low; activity score (negative = inhibition), % at 10 µM; 300,000 compounds, 0.038% hits; AID 2097, 2009;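 active = more than half of replicate wells score below -50%, meaning over 50% inhibition versus plate controls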;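 also: 0% = median DMSO wells and -100% = median GW8510 positive control wells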
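Test system: GST-fused GSK3beta enzyme, cell-free | Quantity: 1.6 ng GST-GSK3beta enzyme per well | Reagent: 25 µM ATP with peptide substrate | Schedule: 60 min enzyme reaction, room temperature | Signal: Luminescent ADP-Glo measurement of ADP formed | Read-out basis: Score relative to plate controls | Control set: DMSO and 20 µM GW8510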
GSK3 alpha inh = blockers of GSK3A enzyme activity – biochemical, luminescence, cell-free homogeneous, HTS, primary screen. Glycogen synthase kinase-3 alpha (Homo sapiens), P49840. GSK-3 alpha kinase, ADP-Glo luminescence, 60 min. inhibition, % at 10 µM. 320,000 compounds, 0.1% hits;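 in the data active = inhibition above about 50%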;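 also: GST-tagged GSK-3 alpha with peptide substrate and 25 µM ATP; 0% = DMSO neutral wells and 100% = GW8510 positive control wells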
KCNQ1 act = potentiators or activators of KCNQ1 channel, primary screen, cell-based, thallium flux, high-throughput; Potassium voltage-gated channel subfamily KQT member 1 (Homo sapiens), P51787; CHO-K1 KCNQ1, thallium flux FluxOR fluorescence; active compounds read high; B-score at 10 µM; 310,000 compounds, 0.35% hits;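 active = fluorescence ratio B-score, a plate-corrected score, at least three library SD, with initial intensity B-score within 5 SD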
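Medium – assay buffer, equal DMSO in all wells · Material – CHO-K1 cell line with stable KCNQ1 potassium channel expression · Signal – kinetic FluxOR thallium fluorescence, 10-s 1-Hz baseline, 110-s post-stimulus read · Compound – single concentration per compound, DMSO matched to controls · Schedule – 37 °C overnight plating, 90-min dark dye load, 20-min compound pretreatment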
RGS4 act = RGS4 potentiators or activators, primary screen, cell-based, HEK293 M3R inducible RGS4, calcium flux; carbachol calcium flux Fluo4; active compounds read low; B-score at 10 µM; 310,000 compounds, 0.92% hits;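 active = B-score of the integrated calcium signal more than 4 SD below the library mean, with starting fluorescence not abnormally high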;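 also: negative B-score means reduced calcium response which marks RGS4 activation or potentiation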
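Also added: carbachol at ECmax as muscarinic agonist stimulus; Assay system: HEK293 cells with stable M3R and inducible RGS4; Timing: overnight RGS4 induction, 30 min dye load 37 °C, 20 min compound RT; Measured by: Fluo4-AM (2 µM) calcium-flux fluorescence, kinetic read.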
RGS4 block = RGS4 inhibitors, primary screen, cell-based, HEK293 M3R inducible RGS4, calcium flux. Regulator of G-protein signaling 4 (Homo sapiens), P49798. Fluo-4 calcium flux; active compounds read high; triggered by carbachol at its EC20. B-score at 10 µM. 310,000 compounds, 0.45% hits. AID 463165, 2010;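 active = B-score, a plate-corrected calcium signal, over three deviations above library mean, with baseline fluorescence within five deviations of library mean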;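 also: RGS4 expression induced by doxycycline in cells with stable M3 receptor; B-score is computed from the integrated fluorescence ratio over baseline after carbachol; higher B-score means a larger calcium signal and so more RGS4 inhibition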
Target sequence (P49798 whole entry, looked up): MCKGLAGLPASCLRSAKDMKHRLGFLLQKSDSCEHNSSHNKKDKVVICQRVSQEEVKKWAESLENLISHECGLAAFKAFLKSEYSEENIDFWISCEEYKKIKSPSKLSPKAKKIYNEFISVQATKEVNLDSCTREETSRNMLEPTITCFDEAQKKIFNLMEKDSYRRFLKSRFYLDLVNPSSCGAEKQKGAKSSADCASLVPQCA
Starred values were filed as active, the others as inactive; i = inactive; / = not tested or not shown. A portion of the library; count on the stated rates, not on these rows.

molecule,hERG protect,KCNK9 inh,KCNQ1 inh,PolyA inhibitor,KCNK3 inh,Dyrk1A ADPGlo,GSK3beta inhib,GSK3 alpha inh,KCNQ1 act,RGS4 act,RGS4 block
Cc1ccc(/C=N/NC(=O)c2cc(C)oc2C)cc1,-9.3,i,i,i,i,/,0.0,0.8,i,i,i
Cc1cccc(NS(=O)(=O)c2cc3c(cc2C)NC(=O)CO3)c1,-6.7,i,i,i,i,-8.2,3.7,-0.6,i,i,i
Cc1ccc(Cn2c3ccccc3c3cn[nH]c(=O)c32)cc1,-10.9,i,i,i,i,-2.5,-1.3,-0.4,i,i,i
Cc1ccc(OCC(=O)Nc2c(C)ccc3nsnc23)cc1,-9.7,i,i,i,i,-1.7,1.1,-3.3,i,i,i
N#Cc1ccc(-c2cccnc2)nc1SCc1ccc(Cl)c(Cl)c1,-4.3,i,i,i,i,-4.7,-1.2,/,i,i,i
CC(C)c1cc(Br)ccc1OCCCN1C(=O)NC(C)(C)C1=O,-16.8,i,i,i,i,0.5,0.2,3.6,i,i,i
COCc1nnc(NS(=O)(=O)c2ccc([N+](=O)[O-])cc2)s1,-13.5,i,i,i,i,1.6,5.6,-4.0,i,i,i
CCN(C1CCCCC1)S(=O)(=O)c1ccc(S(=O)(=O)N(CC(=O)Nc2ccccc2)C2CC2)cc1,-13.8,i,i,i,i,4.4,-2.2,-0.3,i,i,i
COc1ccc(C(=O)Nc2ccccc2C(=O)Nc2cccc(C)n2)cc1,-10.8,i,i,i,i,-0.3,-3.3,-1.8,i,i,i
CCOc1ccc2[nH]c3c(c2c1)CNCC3,-7.1,i,i,i,i,-6.9,/,-0.5,i,i,i
NC(=O)/C(N=Nc1ccccc1)=N/Nc1ccccc1,-8.3,i,i,i,i,4.0,0.9,9.5,i,i,i
CCn1c(=O)c2ccccc2n2c(SCC(N)=O)nnc12,-5.2,i,i,i,i,-2.3,4.2,-1.4,i,i,i
C#Cc1ccc([C@@H]2C=C(C(=O)NC3CC3)O[C@H](OCc3ccc(CO)cc3)C2)cc1,-6.0,i,i,i,i,6.4,1.1,-1.5,i,i,i
COC(=O)Cn1c(=NC(=O)CSCC(=O)Nc2cc(C)on2)sc2cc(C(=O)OC)ccc21,-7.2,i,i,i,i,-1.5,3.7,0.1,i,i,i
C=CCOc1ccc(C2/C(=C(/O)c3ccc4c(c3)CC(C)O4)C(=O)C(=O)N2CCCN2CCOCC2)cc1 (configuration not stated),-8.7,i,i,i,i,-0.6,2.6,-1.6,i,i,i
COc1cc(C)c(Cl)cc1S(=O)(=O)n1ccnc1,-1.9,i,i,i,i,-1.8,-0.5,-3.1,i,i,i
COc1ccc2[nH]cc(/C=C/C(=O)c3ccccc3)c2c1,-11.0,i,i,i,i,14.3,-3.0,-2.2,i,i,i
CCOc1cnc(-c2ccc(OC)cc2)o1,-1.2,i,i,i,i,5.9,2.2,-3.8,i,i,i
S=c1sc2c(N3CCN(Cc4ccccc4)CC3)ncnc2n1-c1ccccc1,-5.2,i,i,i,i,3.0,1.5,-1.6,i,i,i
CN(Cc1ccccc1)C(=O)COC(=O)c1ccc2ccccc2n1,-7.5,i,i,i,i,-0.4,5.2,-1.2,i,i,i
CCn1nc(C(=O)Nc2nc3ccccc3[nH]2)c2ccccc2c1=O,-5.0,i,i,i,i,8.6,0.4,0.2,i,i,i
CN1CCN(S(=O)(=O)c2cccc(C(=O)Nc3cccc([N+](=O)[O-])c3)c2)CC1,-5.8,i,i,i,i,18.0,0.2,3.4,i,i,i
COc1ccc(NC(=S)NNC(=O)CNc2ccc(Cl)cc2)cc1,-8.9,i,i,/,i,0.6,1.8,0.5,i,i,i
COc1cc(C(CC(=O)Nc2cc(C)ccn2)N2Cc3ccccc3C2=O)cc(OC)c1OC (configuration not stated),-0.3,i,i,i,i,-7.4,2.1,-2.0,i,i,i
c1ccc(-c2ccccc2OCCN2CCOCC2)cc1,-4.6,i,i,i,i,1.4,-0.6,0.9,i,i,i
Oc1[nH]c2ccc(Br)cc2c1N=NC(=S)Nc1ccc(F)cc1,-12.7,i,i,i,i,8.2,3.5,-1.2,i,i,7.28*
COC(=O)CSc1ncc(C#N)c(N)n1,-2.0,i,i,i,i,-3.8,-1.9,0.7,i,i,i
CC(=O)Oc1ccc(-c2cccc(C(=O)NCCO)c2)cc1,-4.4,i,i,i,i,0.2,-0.4,/,i,i,i
CCOc1ccc(C2C(C(=O)Nc3cc(C)on3)c3ccccc3C(=O)N2CCN2CCOCC2)cc1 (configuration not stated),-21.2,i,i,i,i,-2.7,1.7,-2.5,i,i,i
CCC(c1nnnn1C(C)C)N1CCN(C2CCCC2)CC1 (configuration not stated),-8.1,i,i,i,i,-2.2,1.8,-2.9,i,i,i

Part of the list above with just KCNQ1 act, Dyrk1A ADPGlo and RGS4 act.
| compound | KCNQ1 act | Dyrk1A ADPGlo | RGS4 act |
| --- | --- | --- | --- |
| CCOc1ccc2[nH]c3c(c2c1)CNCC3 | i | -6.9 | i |
| CCOc1ccc(C2C(C(=O)Nc3cc(C)on3)c3ccccc3C(=O)N2CCN2CCOCC2)cc1 (configuration not stated) | i | -2.7 | i |

Continued.
molecule,hERG protect,KCNK9 inh,KCNQ1 inh,PolyA inhibitor,KCNK3 inh,Dyrk1A ADPGlo,GSK3beta inhib,GSK3 alpha inh,KCNQ1 act,RGS4 act,RGS4 block
COc1ccc(C(=O)N2CCCc3ccccc32)cc1,-9.4,i,i,i,i,3.5,0.8,-3.6,i,i,i
CCc1nc(N2CCC(C)CC2)c2oc3ccccc3c2n1,-11.3,-13.8*,i,i,i,7.0,0.9,-2.3,i,i,i
CCN1CCN(C(CNS(=O)(=O)c2ccc(Cl)cc2)c2ccccc2)CC1 (configuration not stated),-5.2,i,i,i,i,0.0,0.8,-1.0,i,i,i
O=C(O)c1cc(C(=O)O)c(-c2ccccc2)c(C(=O)O)c1,-9.6,i,i,i,i,-3.8,-0.1,-4.3,i,i,i
O=C(c1ccco1)n1nc(-c2ccco2)nc1SCc1ccccc1,-6.0,i,i,i,i,1.6,2.2,-5.0,i,i,i
CC(CP(=O)(O)O)NC(=O)Cc1ccccc1 (configuration not stated),-7.1,i,i,i,i,-0.1,-2.6,0.5,i,i,i
CCC1(c2ccccc2)NC(=O)N(CC(=O)Nc2ccc(S(=O)(=O)NC3=NCCCCC3)cc2)C1=O (configuration not stated),-16.6,i,i,i,i,10.9,0.7,0.1,i,i,i
CCc1nnc(NC(=O)c2nc(Cl)ccc2Cl)s1,-9.3,i,i,i,i,-6.5,3.5,/,i,i,i
CC(=O)c1sc(NC(=O)C2CCN(c3ncnc4sc(C)c(C)c34)CC2)nc1-c1ccccc1,-12.6,i,i,i,i,-1.8,-0.1,-1.5,i,i,i
Cc1nn(C)c(C)c1Nc1ccc(N2C(=O)C3C4C=CC(C4)C3C2=O)cc1[N+](=O)[O-] (configuration not stated),-11.4,i,i,i,i,-0.9,0.8,-0.9,i,i,i
Clc1ccc(CSc2ncn[nH]2)cc1,-7.4,i,i,i,i,3.5,-0.2,-6.5,i,i,i
COc1cc(/C=C/[N+](=O)[O-])ccc1OCc1cccc(C(=O)O)c1,-12.9,i,i,i,/,/,-0.2,/,i,i,71.6*
COc1ccc(S(=O)(=O)Oc2ccccc2C(=S)N2CCOCC2)cc1,-5.4,i,i,i,i,/,-1.1,-2.7,i,i,i
CC1C(=O)N2CCCc3cc(NC(=O)C(=O)NCCCc4ccccc4)cc1c32 (configuration not stated),-14.3,i,i,i,i,11.8,-1.8,-5.7,i,i,i
CC1CCN(S(=O)(=O)Cc2ccccc2Cl)CC1,-8.2,i,i,i,i,0.1,0.8,-0.2,i,i,i
CCOC(=O)Cc1csc(NC(=O)Nc2cccc(Cl)c2)n1,-14.4,i,i,i,i,-0.3,-3.1,/,i,i,i
COc1ccc2c(c1)c(C(=O)O)c(C)n2-c1ccccc1,-0.9,i,i,i,i,-8.7,-1.9,-3.8,i,i,i

Pulled by structure from above, five records:
molecule,hERG protect,KCNK9 inh,KCNQ1 inh,PolyA inhibitor,KCNK3 inh,Dyrk1A ADPGlo,GSK3beta inhib,GSK3 alpha inh,KCNQ1 act,RGS4 act,RGS4 block
C=CCOc1ccc(C2/C(=C(/O)c3ccc4c(c3)CC(C)O4)C(=O)C(=O)N2CCCN2CCOCC2)cc1 (configuration not stated),-8.7,i,i,i,i,-0.6,2.6,-1.6,i,i,i
COC(=O)Cn1c(=NC(=O)CSCC(=O)Nc2cc(C)on2)sc2cc(C(=O)OC)ccc21,-7.2,i,i,i,i,-1.5,3.7,0.1,i,i,i
CCOc1ccc(C2C(C(=O)Nc3cc(C)on3)c3ccccc3C(=O)N2CCN2CCOCC2)cc1 (configuration not stated),-21.2,i,i,i,i,-2.7,1.7,-2.5,i,i,i
CC1C(=O)N2CCCc3cc(NC(=O)C(=O)NCCCc4ccccc4)cc1c32 (configuration not stated),-14.3,i,i,i,i,11.8,-1.8,-5.7,i,i,i
COc1ccc2[nH]cc(/C=C/C(=O)c3ccccc3)c2c1,-11.0,i,i,i,i,14.3,-3.0,-2.2,i,i,i
